From PubChem
SMARCA2 activ: SMARCA2 (BRM) function activators, primary screen, cell-based, luminescence, high throughput; actives 1% (n = 370,000); activation, % at 9.1 µM; MG213 cells, MMTV-luciferase reporter, dexamethasone, overnight; AID 652017, 2013; in the data active = activation above about 7.8%;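 also: 0% = vehicle wells and 100% = reference activator wells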
DAX1 inh-1: DAX1 (NR0B1) inhibitors on StAR promoter, primary screen, cell-based, luminescence, SF-1 (NR5A1), full-length DAX-1; HEK293T StAR-luciferase reporter, SF-1/DAX-1 repression relief; inhibition, % at 6.8 µM; actives 1.1% (n = 370,000); AID 652010, 2013;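 active = inhibition above the mean over all tested compounds plus 3 SD, cut at about 3.6% in these data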;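 also: 0% = DAX-1 cells with DMSO and 100% = cells lacking DAX-1 with DMSO; higher inhibition means more luminescence from relief of DAX-1 repression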
ssDAF12 agonist: S. stercoralis DAF-12 nuclear receptor activators, primary screen, cell-based, luminescence, HEK293, GRIP1 co-expression, lit1-tk-luc. actives 1% (n = 370,000). activation, % at 6.8 µM. HEK293 ssDAF-12/GRIP1 lit1-tk-luc reporter; % of 3 µM dafachronic acid response;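 active = activation above the mean over all tested compounds plus 3 SD, cut at about 0.9% in these data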;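 also: 0% = DMSO-only wells and 100% = 3 µM delta7-dafachronic acid wells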
hcDAF12 agonist: H. contortus DAF-12 nuclear receptor activators, primary screen, cell-based, luminescence, HEK293, lit1-tk-luc reporter. HEK293 hcDAF-12 lit1-tk-luc reporter; 0% DMSO, 100% Δ7-dafachronic acid. activation, % at 6.8 µM. actives 1.4% (n = 370,000). AID 652067, 2013;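 active = activation above the mean of all tested compounds plus 3 SD, cut at about 5.5% in these data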;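 also: 100% = response to 3 µM Δ7-dafachronic acid high control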
NPR1 activator: GC-A stimulated cGMP production enhancers – HEK293 GC-A cells, cGMP TR-FRET, EC30 ANP, primary screen; 0% at EC30 ANP, 100% saturating ANP; activation, % at 10 µM; actives 0.14% (n = 370,000); in the data active = activation above about 40%
HGIII-sPLA2 inh: human group III sPLA2 inhibitors, primary screen, biochemical, QFRET, BODIPY PC-A2 liposome substrate; Group 3 secretory phospholipase A2 (Homo sapiens), Q9NZ20; QFRET BODIPY PC-A2 liposome hydrolysis, fluorescence; inhibition, % at 12.2 µM; actives 0.56% (n = 370,000);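 active = inhibition above mean plus 3 SD of compounds lying within the high and low control bounds, cut at about 19% in these data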;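 also: 0% = median of test compound wells and 100% = no enzyme DMSO wells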
Target sequence (Q9NZ20 whole entry, looked up): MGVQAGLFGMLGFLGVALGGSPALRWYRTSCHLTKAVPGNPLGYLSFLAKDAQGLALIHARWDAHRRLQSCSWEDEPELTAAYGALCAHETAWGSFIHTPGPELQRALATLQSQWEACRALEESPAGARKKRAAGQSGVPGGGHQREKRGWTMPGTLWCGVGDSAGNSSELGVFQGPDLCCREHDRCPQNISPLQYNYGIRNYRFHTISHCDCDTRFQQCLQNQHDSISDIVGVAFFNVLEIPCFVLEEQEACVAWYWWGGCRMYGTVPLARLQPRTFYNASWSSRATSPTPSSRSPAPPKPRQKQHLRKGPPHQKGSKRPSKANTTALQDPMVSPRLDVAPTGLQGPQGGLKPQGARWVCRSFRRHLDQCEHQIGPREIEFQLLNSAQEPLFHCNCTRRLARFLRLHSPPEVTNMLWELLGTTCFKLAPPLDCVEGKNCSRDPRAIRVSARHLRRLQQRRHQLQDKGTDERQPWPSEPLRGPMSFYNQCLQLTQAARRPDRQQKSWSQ
DAX1 inh-2: DAX1 (NR0B1) inhibitors, primary screen, cell-based, HEK293, Gal4-DAX1, luciferase luminescence; inhibition, % at 6.75 µM; Nuclear receptor subfamily 0 group B member 1 (Homo sapiens), P51843; AID 504766, 2011; HEK293 Gal4-DAX1 luciferase reporter; actives 0.99% (n = 340,000);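 active = inhibition above the mean over all tested compounds plus 3 SD, cut at about 4.2% in these data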;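 also: 0% = DAX1-transfected cells with DMSO and 100% = empty-vector control cells with DMSO; inhibition shows as a rise in luminescence from relieved DAX1 repression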
Target sequence (P51843 207-470 limits assumed): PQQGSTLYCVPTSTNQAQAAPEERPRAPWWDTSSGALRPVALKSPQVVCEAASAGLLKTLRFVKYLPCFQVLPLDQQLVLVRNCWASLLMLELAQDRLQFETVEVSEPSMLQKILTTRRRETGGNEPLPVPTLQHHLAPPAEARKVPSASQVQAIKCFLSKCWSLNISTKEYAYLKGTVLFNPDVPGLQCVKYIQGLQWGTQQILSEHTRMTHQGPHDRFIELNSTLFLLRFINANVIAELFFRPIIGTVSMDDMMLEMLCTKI
NPR2 activator: human GC-B receptor activators, primary screen, HEK293 GC-B cells, cGMP TR-FRET, EC30 CNP | 0% at EC30 CNP, 100% saturating CNP | activation, % at 10 µM | actives 0.11% (n = 370,000) | AID 1920062, 2024;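 active = activation at 10 µM reaching about 35% in either raw or pattern-adjusted values, limit read from the data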
proKLK7 act: proKLK7 zymogen activators, primary screen, biochemical, fluorescence intensity. Kallikrein-7 (Homo sapiens), P49862. purified proKLK7, EDANS-DABCYL substrate fluorescence; 100% is mature enzyme control, 0% vehicle. activation, % at 7 µM. actives 0.9% (n = 370,000). AID 652039, 2013;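 active = activation above the mean of all tested compounds plus 3 SD, computed per campaign excluding outliers beyond control limits, cut at about 13% in these data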
Target sequence (P49862 whole entry, looked up): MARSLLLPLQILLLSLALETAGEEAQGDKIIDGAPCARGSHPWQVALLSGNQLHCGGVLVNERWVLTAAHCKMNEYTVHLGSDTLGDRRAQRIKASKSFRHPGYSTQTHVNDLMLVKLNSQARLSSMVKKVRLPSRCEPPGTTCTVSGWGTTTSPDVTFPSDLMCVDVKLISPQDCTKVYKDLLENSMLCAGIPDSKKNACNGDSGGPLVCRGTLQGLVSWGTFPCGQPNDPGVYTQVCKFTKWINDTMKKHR
hgDAF-12 ag: H. glycines DAF-12 receptor agonists, primary screen, cell-based, luminescence, HEK293, GAL4 fusion, UAS-luciferase. Nuclear hormone receptor DAF-12 (Heterodera glycines), GAL4 fusion. HEK293 GAL4-hgDAF12 UAS-luciferase reporter, agonist luminescence; normalized to butyrate control. actives 1.8% (n = 370,000). activation, % at 6.8 µM;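 active = activation above a cutoff set at the mean of all screened compounds plus 3 SD, cut at about 10% in these data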;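 also: 0% = DMSO wells and 100% = sodium butyrate wells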
GAA850 FXN act: FXN promoter activators, primary screen, cell-based, luciferase luminescence, HEK293 lucGAA850. HEK293 lucGAA850 FXN promoter luciferase reporter, 24 h; percent of 10 µM SAHA response. activation, % at 6 µM. actives 0.56% (n = 360,000). AID 540364, 2011;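 active = activation above the average of all compounds screened plus 3 SD, cutoff fixed separately per campaign, cut at about 7.5% in these data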;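 also: 0% = DMSO wells and 100% = 10 µM SAHA wells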
An asterisk follows results filed as active.

For COC(=O)COc1ccc(S(=O)(=O)Nc2ccc(NC(C)=O)cc2)cc1 the results were SMARCA2 activ 0, DAX1 inh-1 0.2, ssDAF12 agonist -1.3, hcDAF12 agonist -0.9, NPR1 activator -1, HGIII-sPLA2 inh 4, DAX1 inh-2 0.6, NPR2 activator -1, proKLK7 act -0.4, hgDAF-12 ag -0.1 and GAA850 FXN act -1.1.
`CC(C)N(CCc1ccncc1)C(=S)Nc1cccc(Cl)c1` gave SMARCA2 activ 0, DAX1 inh-1 -0.2, ssDAF12 agonist 0.3, hcDAF12 agonist -0.7, NPR1 activator 3, HGIII-sPLA2 inh 2, DAX1 inh-2 3.2, NPR2 activator 4, proKLK7 act 0.2, hgDAF-12 ag -1.8 and GAA850 FXN act -1.3.
C=CCCN(C1CCCC1)S(=O)(=O)c1ccccc1Br was read as SMARCA2 activ -1, DAX1 inh-1 0.4, ssDAF12 agonist -1.2, hcDAF12 agonist -2.7, NPR1 activator -1, HGIII-sPLA2 inh -5, DAX1 inh-2 0.6, NPR2 activator 2, proKLK7 act -0.3, hgDAF-12 ag 3.5 and GAA850 FXN act -0.7.
`NC(=O)C1CCN(C(=O)C2(NC(=O)Nc3cccc(F)c3)CCCCC2)CC1` gave SMARCA2 activ -2, DAX1 inh-1 0.1, ssDAF12 agonist -0.9, hcDAF12 agonist -0.8, NPR1 activator 4, HGIII-sPLA2 inh 13, DAX1 inh-2 -0.8, NPR2 activator 2, proKLK7 act -1.2, hgDAF-12 ag 0.4 and GAA850 FXN act -1.2.
For CN1C(=O)[C@H]2[C@@H](/C=C/c3ccccc3)N3C(=O)CN(CC4CC4)C(=O)[C@@]3(C)[C@H]2C1=O the results were SMARCA2 activ 0, DAX1 inh-1 -0.1, ssDAF12 agonist -0.9, hcDAF12 agonist 1.6, NPR1 activator 6, HGIII-sPLA2 inh 5, DAX1 inh-2 -1.1, NPR2 activator 9, proKLK7 act 0.3, hgDAF-12 ag 0.9 and GAA850 FXN act 1.5.
`Clc1ccccc1Cn1nnc2c(N3CCOCC3)nc(C3CC3)nc21` gave SMARCA2 activ 0, DAX1 inh-1 0.1, ssDAF12 agonist -1.4, hcDAF12 agonist -0.9, NPR1 activator -6, HGIII-sPLA2 inh 2, DAX1 inh-2 -0.4, NPR2 activator -1, proKLK7 act -0.1, hgDAF-12 ag 1.0 and GAA850 FXN act 0.8.
Cc1cc(C)n(C(=O)COc2ccccc2C)n1 was read as SMARCA2 activ -1, DAX1 inh-1 -0.3, ssDAF12 agonist -0.9, hcDAF12 agonist 2.8, NPR1 activator 5, HGIII-sPLA2 inh 1, DAX1 inh-2 1.0, NPR2 activator 1, proKLK7 act 0.0, hgDAF-12 ag -0.1 and GAA850 FXN act -1.3.
`COc1ccc(C=O)cc1Cn1c(=O)n(CCC(=O)NCc2ccco2)c(=O)c2sccc21` gave SMARCA2 activ 0, DAX1 inh-1 0.5, ssDAF12 agonist -1.5, hcDAF12 agonist -2.1, NPR1 activator -2, HGIII-sPLA2 inh 1, DAX1 inh-2 -0.6, NPR2 activator -2, proKLK7 act -0.3, hgDAF-12 ag -0.3 and GAA850 FXN act 1.3.
COc1ccc(CC(=O)N(Cc2ccccc2)c2ccccc2C(=O)Nc2cc(OC)ccc2OC)cc1 was read as SMARCA2 activ 1, DAX1 inh-1 0.2, ssDAF12 agonist -1.3, hcDAF12 agonist -2.8, NPR1 activator -16, HGIII-sPLA2 inh -2, NPR2 activator -12, proKLK7 act 1.4 and hgDAF-12 ag -1.0.
For O=C(Nc1cccc([N+](=O)[O-])c1)c1ccccc1 the results were SMARCA2 activ -1, DAX1 inh-1 -0.3, ssDAF12 agonist -0.5, hcDAF12 agonist -0.9, NPR1 activator -2, HGIII-sPLA2 inh 5, DAX1 inh-2 -0.7, NPR2 activator -4, proKLK7 act 0.2, hgDAF-12 ag -1.9 and GAA850 FXN act -0.7.
Screening Cc1cc(-c2nnc(SCC(=O)Nc3nc(-c4ccc(Cl)cc4)cs3)o2)no1 returned SMARCA2 activ 0, DAX1 inh-1 0.7, ssDAF12 agonist -1.4, hcDAF12 agonist -0.8, NPR1 activator 5, HGIII-sPLA2 inh -1, DAX1 inh-2 2.1, NPR2 activator -1, proKLK7 act -0.7, hgDAF-12 ag -1.0 and GAA850 FXN act 1.7.
`COc1ccc(N2CCN(c3ccc([N+](=O)[O-])nc3)CC2)cc1` gave SMARCA2 activ 2, DAX1 inh-1 0.8, ssDAF12 agonist -1.8, hcDAF12 agonist -1.0, NPR1 activator -1, HGIII-sPLA2 inh -2, DAX1 inh-2 -1.2, NPR2 activator 3, proKLK7 act -0.2, hgDAF-12 ag 0.7 and GAA850 FXN act -0.1.
`CCCNC(=O)CN(C)S(=O)(=O)c1ccc(F)cc1` gave SMARCA2 activ 3, DAX1 inh-1 -0.6, ssDAF12 agonist -1.3, hcDAF12 agonist 1.6, NPR1 activator 1, HGIII-sPLA2 inh 6, DAX1 inh-2 -2.1, NPR2 activator 4, proKLK7 act -0.5, hgDAF-12 ag 1.8 and GAA850 FXN act 1.9.
O=C(CN1CCCc2ccccc21)NCc1ccc(Cl)cc1 was read as SMARCA2 activ -6, DAX1 inh-1 0.6, ssDAF12 agonist -0.3, hcDAF12 agonist 2.5, NPR1 activator -2, HGIII-sPLA2 inh 12, NPR2 activator -5, proKLK7 act 0.2 and hgDAF-12 ag 2.3.
Cn1c(NC(=O)c2ccccc2Br)cc(=O)n(C)c1=O was read as SMARCA2 activ -2, DAX1 inh-1 0.8, ssDAF12 agonist -1.5, hcDAF12 agonist -1.0, NPR1 activator -2, HGIII-sPLA2 inh 1, DAX1 inh-2 -0.2, NPR2 activator 0, proKLK7 act -0.3, hgDAF-12 ag 1.7 and GAA850 FXN act 0.6.
For CC(=O)N1c2ccc([N+](=O)[O-])cc2NC(=O)CC1C (configuration not stated) the results were SMARCA2 activ 3, DAX1 inh-1 -0.6, ssDAF12 agonist -0.6, hcDAF12 agonist -0.2, NPR1 activator 4, HGIII-sPLA2 inh 4, DAX1 inh-2 2.2, NPR2 activator -1, proKLK7 act 0.0, hgDAF-12 ag -0.6 and GAA850 FXN act -0.4.
CCOc1ccc(N2CC(C(=O)NCCCc3ccccc3)CC2=O)cc1 (configuration not stated) was read as SMARCA2 activ 0, DAX1 inh-1 1.2, ssDAF12 agonist -1.6, hcDAF12 agonist -0.1, NPR1 activator -2, HGIII-sPLA2 inh 0, DAX1 inh-2 -0.3, NPR2 activator 10, proKLK7 act -0.1, hgDAF-12 ag -0.6 and GAA850 FXN act 1.4.
`O=C(N=C1SC2CS(=O)(=O)CC2N1Cc1ccc(F)cc1)C1CC1` (configuration not stated) gave SMARCA2 activ -1, DAX1 inh-1 -0.6, ssDAF12 agonist -1.4, hcDAF12 agonist 0.1, NPR1 activator 2, HGIII-sPLA2 inh -5, DAX1 inh-2 1.0, NPR2 activator -4, proKLK7 act -0.6, hgDAF-12 ag -1.6 and GAA850 FXN act -0.2.
C/C(=N\Nc1ccc(Cl)nn1)c1ccccc1O was read as SMARCA2 activ -3, DAX1 inh-1 -3.2, ssDAF12 agonist -0.8, hcDAF12 agonist 0.4, NPR1 activator -2, HGIII-sPLA2 inh 23*, DAX1 inh-2 -1.0, NPR2 activator -4, proKLK7 act 0.2, hgDAF-12 ag 1.1 and GAA850 FXN act -5.1.
`O=C(c1ccccc1)N1CCCCC1` gave SMARCA2 activ -1, DAX1 inh-1 -0.1, ssDAF12 agonist -0.4, hcDAF12 agonist 0.0, NPR1 activator 5, HGIII-sPLA2 inh 6, DAX1 inh-2 0.8, NPR2 activator 1, proKLK7 act 0.6, hgDAF-12 ag -0.5 and GAA850 FXN act -1.7.
`COc1cccc(C(=O)Cn2c(N3CCCCC3)nc3c2c(=O)n(C)c(=O)n3C)c1` gave SMARCA2 activ -1, DAX1 inh-1 -0.8, ssDAF12 agonist -1.8, hcDAF12 agonist -2.2, NPR1 activator 1, HGIII-sPLA2 inh -1, DAX1 inh-2 -0.2, NPR2 activator -4, proKLK7 act -0.1, hgDAF-12 ag 3.2 and GAA850 FXN act 0.6.
COc1ccc(C2/C(=C(/O)c3ccccc3)C(=O)C(=O)N2C)cc1 (configuration not stated) was read as SMARCA2 activ -1, DAX1 inh-1 0.7, ssDAF12 agonist -0.9, hcDAF12 agonist -1.1, NPR1 activator -1, HGIII-sPLA2 inh 2, DAX1 inh-2 1.0, NPR2 activator 7, proKLK7 act -0.4, hgDAF-12 ag -2.9 and GAA850 FXN act -0.2.
Screening CC(=O)Nc1ccc(S(=O)(=O)Nc2c(C)n(C)n(-c3ccccc3)c2=O)cc1 returned SMARCA2 activ -2, DAX1 inh-1 -0.6, ssDAF12 agonist -1.2, hcDAF12 agonist -0.5, NPR1 activator 2, HGIII-sPLA2 inh 13, DAX1 inh-2 1.7, NPR2 activator 0, proKLK7 act -0.1, hgDAF-12 ag -2.2 and GAA850 FXN act -0.4.
Cc1ccc(O)c(CN(C)Cc2cc(C)ccc2O)c1 was read as SMARCA2 activ 4, DAX1 inh-1 1.4, ssDAF12 agonist -1.0, hcDAF12 agonist -0.2, NPR1 activator -5, HGIII-sPLA2 inh -16, DAX1 inh-2 1.8, NPR2 activator -9, proKLK7 act 0.6, hgDAF-12 ag 9.2 and GAA850 FXN act 3.2.
COc1ccc(C2NC(C(=O)O)Cc3c2[nH]c2ccccc32)cc1OC (configuration not stated) was read as SMARCA2 activ -1, DAX1 inh-1 0.1, ssDAF12 agonist -0.5, hcDAF12 agonist 1.4, HGIII-sPLA2 inh 2, DAX1 inh-2 1.2, proKLK7 act 0.8, hgDAF-12 ag 1.1 and GAA850 FXN act 1.9.
For O=C(O)c1cc2ccc(O)cc2oc1=O the results were SMARCA2 activ -2, DAX1 inh-1 -0.5, ssDAF12 agonist -0.9, hcDAF12 agonist -2.7, NPR1 activator 10, HGIII-sPLA2 inh 2, DAX1 inh-2 0.1, NPR2 activator 5, proKLK7 act 104*, hgDAF-12 ag -0.2 and GAA850 FXN act -1.3.

Rows are unselected. About 6.7% of those tested had a hit in this group.
